From PubChem BioAssay
S100A4 MyoIIA = blocks human S100A4 binding to myosin IIA peptide | AID 652163 | S100A4/TAMRA-MyoIIA peptide fluorescence polarization | 0.14% of 360,000 active | P26447 | inhibition, % at 10.7 µM;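 active = mean inhibition of at least 70% across replicates, with every replicate also reaching that level; inconclusive = mean inhibition reaches 70% but some replicates fall short; inactive = mean inhibition below 70%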
Target sequence (P26447 whole entry, looked up): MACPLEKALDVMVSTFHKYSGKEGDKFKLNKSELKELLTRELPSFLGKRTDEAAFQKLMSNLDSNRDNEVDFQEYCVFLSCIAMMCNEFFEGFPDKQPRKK
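System – human S100A4 monomer protein, biochemical binding assay · Buffer or medium – Calcium-containing HEPES buffer, pH 7.2 · Timing – 5 min between mix addition and reading · Also added – TAMRA-labelled myosin IIA heavy-chain peptide probe, 5 nM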
PglD DTNB = blocks C. jejuni PglD acetyltransferase activity; purified PglD enzyme, DTNB colorimetric CoA detection; inhibition, % at 12.5 µM; 0.098% of 360,000 active; in the data active = inhibition above about 16%, passing the limit was not always enough; inconclusive = no clear call, values can overlap the other calls; also: strong numbers were not always called active
ERp5 inh = ERp5 (human) disulfide isomerase inhibition. AID 651711. ERp5 insulin aggregation, absorbance 650 nm, 90 min. inhibition, % at 9.99 µM. 0.05% of 350,000 active. Q15084;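 active = mean replicate inhibition above about 25%, with every replicate also reaching it, limit read from the data, passing the limit was not always enough; inconclusive = only one of those two criteria met; inactive = neither criterion met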
Target sequence (Q15084 whole entry, looked up): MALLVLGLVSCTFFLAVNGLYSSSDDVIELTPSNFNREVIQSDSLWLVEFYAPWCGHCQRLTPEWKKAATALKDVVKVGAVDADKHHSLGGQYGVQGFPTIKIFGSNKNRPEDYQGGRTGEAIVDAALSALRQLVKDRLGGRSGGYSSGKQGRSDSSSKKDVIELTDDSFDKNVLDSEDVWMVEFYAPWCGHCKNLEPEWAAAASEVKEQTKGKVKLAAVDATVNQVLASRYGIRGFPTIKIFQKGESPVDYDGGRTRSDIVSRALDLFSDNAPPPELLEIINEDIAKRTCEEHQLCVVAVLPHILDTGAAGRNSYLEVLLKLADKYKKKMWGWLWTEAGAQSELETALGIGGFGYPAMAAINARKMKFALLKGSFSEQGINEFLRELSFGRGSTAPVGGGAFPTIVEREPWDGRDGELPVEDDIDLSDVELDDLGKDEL
DENV2 CPE = DENV2-induced cell death inhibition. DENV2-infected cells, cytopathic effect rescue, plate reader. CPE inhibition, % at 9.99 µM. 1.7% of 350,000 active. AID 651640; in the data active = CPE inhibition above about 20%, passing the limit was not always enough; inconclusive = no clear call, values can overlap the other calls; tested in BHK-21 cells;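 also: 0% = median of neutral control wells and 100% = median of positive control wells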
C2C12 statin = suppression of simvastatin myotoxicity. AID 602340. C2C12 myotubes + simvastatin, ATP luminescence, 48 h; scaled: DMSO 0, geranylgeraniol control 100. 0.78% of 330,000 active. rescue of ATP level, % at 7.49 µM;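 active = mean ATP rescue above about 67%, or every replicate alone reaching that limit, limit read from the data, passing the limit was not always enough; inconclusive = no clear call, values can overlap the other calls; inactive = mean under the limit and some replicate under it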;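 also: myotubes were challenged with 10 µM simvastatin during compound exposure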
E-selectin induc = induces E-selectin expression in human endothelial cells | HUVEC E-selectin immunofluorescence imaging; normalized: neutral wells 0, TNF-alpha wells 100 | activation, % at 7.58 µM | 0.37% of 260,000 active;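 active = mean E-selectin-positive cell signal at least 10% of the positive control, reached in at least 60% of replicates, without over 20% cell loss; inconclusive = no rule given, readout overlaps actives, possibly toxicity-flagged; inactive = the rest, including those meeting only one limit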;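 also: in these data hits start at about 27%; measured in HUVEC primary endothelial cells; signal is the percent of cells scored E-selectin positive by PE staining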
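Material: HUVEC primary endothelial cells; Amount: 3,000 cells per well; Dosing: single concentration; Medium: EGM-2 growth medium on 0.1% gelatin-coated wells; Read-out basis: percent E-selectin-positive cells; Signal: immunofluorescence imaging; Control set: TNF-alpha, DMSO.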
SIRT5 block = sirtuin-5 (human) deacylase inhibition; Q9NXA8; Purified SirT5, succinyl-peptide AMC, trypsin-coupled fluorescence; inhibition, % at 15 µM; 1.1% of 330,000 active; in the data active = inhibition above about 15%; inconclusive = no clear call, values can overlap the other calls
Target sequence (Q9NXA8 whole entry, looked up): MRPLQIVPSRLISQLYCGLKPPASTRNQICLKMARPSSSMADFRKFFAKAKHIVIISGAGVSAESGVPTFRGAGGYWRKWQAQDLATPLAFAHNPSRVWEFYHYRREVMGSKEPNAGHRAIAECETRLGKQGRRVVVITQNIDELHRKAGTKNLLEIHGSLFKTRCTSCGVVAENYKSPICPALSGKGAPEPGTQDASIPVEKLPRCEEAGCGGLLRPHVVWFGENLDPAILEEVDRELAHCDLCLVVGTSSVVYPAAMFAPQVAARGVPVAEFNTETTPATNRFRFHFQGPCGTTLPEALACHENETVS
Starred values were filed as active, the others as inactive; u = inconclusive; x = not tested or not shown. Not all compounds are listed; the hit share may differ from the screen's.

Below each compound: S100A4 MyoIIA	PglD DTNB	ERp5 inh	DENV2 CPE	C2C12 statin	E-selectin induc	SIRT5 block
CC(Sc1nc2scc(-c3ccccc3)c2c(=O)[nH]1)C(=O)NC(N)=O (centres undefined)
    1	0	1	1	x	x	-2
O=C(CN(C1CCCCC1)S(=O)(=O)c1ccc(F)cc1)NCC1CCCO1 (centres undefined)
    -10	-4	-3	0	-262	-0.7	-2
CSCCC(NC(=O)c1ccccc1Cl)C(=O)NC1CCN(Cc2ccccc2)CC1 (centres undefined)
    -2	0	9	-8	2	4.3	-2
O=C(Cc1ccc(Cl)cc1)Nc1ccc(S(=O)(=O)N2CCOCC2)cc1
    -6	4	1	-2	4	x	1
Cc1ccccc1C1N(c2nccs2)C(=O)C2CCCN21 (centres undefined)
    -4	x	3	2	4	6.3	-6
CN(C(=O)COC(=O)c1ccc[nH]c1=O)C1CCCCC1
    -2	x	7	0	x	x	-1
CC(C)NS(=O)(=O)c1cc(C(=O)O)ccc1Cl
    -3	9	1	u	x	x	1
CC(NC(=O)Cc1ccc(F)cc1)C(c1cccs1)N1CCN(C)CC1 (centres undefined)
    -2	0	2	9	-2	x	-1
COC(=O)c1ccc(N=NN2CCCCC2)cc1
    2	x	1	-1	x	-0.1	1
CCOC(=O)CCc1c(C)nc2c(c(C)nn2-c2ccc(C)cc2)c1C
    -8	-9	5	2	4	-0.1	0
O=C(C[C@@H]1CC[C@H]2[C@@H](COC[C@@H](O)CN2S(=O)(=O)c2cccc(F)c2)O1)Nc1ccccc1
    x	2	x	-2	-2	0.2	x
C[C@H](CO)N1C[C@H](C)[C@H](CN(C)Cc2ccncc2)OCCCC[C@H](C)Oc2ccc(NC(=O)Cc3ccccc3)cc2C1=O
    -24	-3	0	-2	-18	-0.1	2
C[C@H]1CN([C@@H](C)CO)C(=O)c2cc(NS(=O)(=O)c3ccc(F)cc3)ccc2O[C@@H]1CN(C)S(=O)(=O)c1ccc(F)cc1
    4	7	5	54*	u	0.7	0
CCN(CC)C(=O)N1CCN(S(=O)(=O)c2ccccc2)CC1
    5	x	3	3	x	x	-7
C#CCN(C[C@@H]1[C@@H](OC(=O)NC2CCCC2)[C@@H](OC(=O)NC2CCCC2)CN(C(=O)OC(C)C)N1C(=O)OC(C)C)S(=O)(=O)c1ccc(C)cc1
    0	-5	0	8	-1	-0.3	-1
COc1cc2c(-c3ccccc3)c(C)oc2cc1/C=N/NC(N)=S
    -1	-4	1	-5	x	0.0	-5
CC(C)(C)c1ccc(OCCC(=O)OCC(=O)NC2CCCCC2)cc1
    23	x	-2	10	x	0.9	-11
Cc1noc(C)c1COC(=O)c1cc(S(=O)(=O)N2CCOCC2)ccc1F
    -21	-3	-2	0	12	0.4	-2
Cc1cc(Cl)c2oc(C(=O)N(C)Cc3cc(C)[nH]n3)c(C)c2c1
    -3	5	-2	12	0	-1.4	-6
O=C(COc1ccc(NS(=O)(=O)c2ccc(F)cc2)cc1)N1CCOCC1
    -6	x	9	-7	x	x	-7
COCCn1c(SCc2nc3ccccc3c(=O)[nH]2)nc2ccccc2c1=O
    7	-1	3	2	-5	1.8	1
Cc1[nH]c2ccccc2c1C(=O)C(=O)NCc1nnnn1-c1ccc(F)cc1
    -2	-7	5	u	1	0.8	x
O=C(NCCN1CCCCC1)[C@H]1N[C@H]2c3ccc(-c4ccc(F)cc4)c(=O)n3C[C@H]2[C@@H]1CO
    -3	5	0	-2	-13	-0.1	-15
C[C@@H]1CN([C@H](C)CO)C(=O)c2cc(NC(=O)Cc3ccccc3)ccc2O[C@@H](C)CCCCO[C@H]1CN(C)Cc1ccc(Cl)c(Cl)c1
    2	-1	2	1	-16	0.1	1
COc1cccc(NC(=O)COC(=O)C2C3CC4OC(=O)C2C4C3)c1 (centres undefined)
    -4	1	-3	2	15	x	-3
COc1ccc(C(=O)NNC(=S)NC(=O)/C=C/c2cccs2)cc1
    -2	x	7	6	x	x	3
Cc1cccc(NC(=O)c2nc(S(=O)(=O)Cc3ccccc3)ncc2Cl)c1
    0	2	3	4	16	x	0
CSc1ccc(CN2CCC(Oc3ccc(C(=O)N4CCCC4)cc3)CC2)cc1
    -5	1	5	-9	29	x	0
Cc1ccc(NC(=O)c2sccc2C)nc1
    -2	4	1	0	-42	-0.1	2
CCNC(=O)C[C@H]1CC[C@@H]2[C@H](COc3ccc(NC(=O)c4cccc(OC)c4)cc3C(=O)N2C)O1
    -4	-5	0	-1	1	0.1	3
CN(C)c1ccc(CNS(=O)(=O)c2ccc3c(c2)C(C)(C)C(=O)N3C)cc1
    -11	-1	u	49*	3	0.4	1
C[C@@H]1CN([C@@H](C)CO)S(=O)(=O)c2ccc(-c3cccc(F)c3)cc2O[C@@H]1CN(C)C(=O)c1cccc(F)c1
    -16	1	-6	-7	-68	-0.2	6
CN(C)CC(=O)N[C@H]1C[C@@H]2O[C@@H](CO)CC[C@@H]2O[C@@H]1CCc1ccc(C2=CCCCC2)cc1
    1	x	-3	2	x	x	-4
Cc1noc(C)c1S(=O)(=O)N(C)C[C@H]1OCCCC[C@H](C)Oc2ccc(NC(=O)c3ccccc3)cc2C(=O)N([C@@H](C)CO)C[C@H]1C
    2	-1	2	3	x	-0.1	0
C[C@@H](O)C#Cc1ccc([C@@H]2[C@@H](CO)N3CCCCN(CC4CC4)C[C@H]23)cc1
    8	6	-4	-1	25	-0.1	-3
C[C@H]1CN([C@@H](C)CO)C(=O)c2cccc(NS(=O)(=O)c3ccc(F)cc3)c2O[C@@H]1CN(C)S(=O)(=O)c1ccccc1
    52	-3	x	1	-24	0.2	-1
C[C@@H]1CN([C@H](C)CO)C(=O)Cc2cc(NS(=O)(=O)c3cccs3)ccc2O[C@@H]1CN(C)CC1CC1
    -17	-1	-3	-2	-4	-0.5	-2
COC(=O)[C@@]1(Cc2ccccc2N=[N+]=[N-])COC(c2ccc(OCCCO)cc2)=N1
    -20	2	-4	-7	x	x	-1
Oc1c(C(c2ccco2)N2CCOCC2)sc2ncnn12 (centres undefined)
    0	2	-10	2	17	0.0	-3
O=C(Nc1ccccc1O)c1nc(Cl)ccc1Cl
    0	x	0	-5	x	x	-2
C[C@@H]1CN([C@@H](C)CO)C(=O)Cc2cc(NC(=O)Nc3ccc4c(c3)OCO4)ccc2O[C@H]1CN(C)C(=O)Nc1ccc(C(F)(F)F)cc1
    34	-1	0	-9	-13	-0.4	7
OC(CCCN1CCCCC1)(c1ccccc1)c1ccc(C(F)(F)F)cc1 (centres undefined)
    -5	2	14	0	-20	0.3	3
COCC(=O)Nc1ccc(S(=O)(=O)NCC2CCCO2)cc1 (centres undefined)
    -1	3	3	-5	-8	x	-1
O=C(Nc1cccc(Cl)c1)Nc1nc(-c2ccccc2)cs1
    1	x	6	1	x	-0.3	0
CCc1cc(C(=O)N2CCCC(CCC(=O)NCc3cccc(OC)c3)C2)no1 (centres undefined)
    -1	x	2	5	x	x	0
O=C(NCCN1CCN(c2ccccc2)CC1)c1cccc(Cl)c1
    -2	1	6	0	-4	-0.1	-3
CC(C)C(NC(=O)C1CCC(C(C)(C)C)CC1)C(=O)NCCc1ccc(S(N)(=O)=O)cc1 (centres undefined)
    3	-1	0	9	11	x	3
COc1ccccc1-c1ccc2c(c1)O[C@@H](CN(C)Cc1ccc3c(c1)OCO3)[C@H](C)CN([C@@H](C)CO)S2(=O)=O
    1	-2	-1	-2	-110	x	23*
CNc1ncnc2c1ncn2[C@H]1CN(Cc2cccnc2)C[C@@H](CO)O1
    -3	7	0	-4	10	0.0	0
COc1ccc(S(=O)(=O)N2CCN(C)CC2c2ccccc2)cc1OC (centres undefined)
    3	0	-1	1	4	-0.1	-7
O=C(Nc1ccc2c(c1)[C@H]1C[C@H](CC(=O)N3CCc4ccccc4C3)O[C@H](CO)[C@H]1O2)NC1CCCC1
    3	-3	-1	0	2	-0.2	-2
COc1cccc(-c2c(-c3ccccc3OC)ncn2Cc2cccc(-c3ccccc3)c2)c1
    8	x	2	5	x	-0.2	7
N/C(=N/O)c1cccn1Cc1ccccc1[N+](=O)[O-]
    -7	0	-1	-2	13	x	-5
O=C(Nc1ccc(S(=O)(=O)N2CCCCC2)cc1)c1cccnc1Cl
    2	x	1	4	-13	1.1	-5
COc1ccccc1N(C)S(=O)(=O)c1ccc(C(=O)N2CCC(C(N)=O)CC2)cc1
    1	2	-8	x	1	x	-5
S=C(Nc1ccccc1Cl)N1CCCCCC1
    1	x	4	x	x	x	1
O=S(=O)(c1ccccc1)N(CC1CO1)c1cccc2ccccc12 (centres undefined)
    8	x	1	x	x	x	-3
COC(=O)[C@H]1[C@H](CO)[C@H]2Cn3c(ccc(C4=CCCC4)c3=O)[C@H]2N1C(=O)C1CCCC1
    1	-4	0	-4	15	0.0	-1
CCCCCC(=O)NC(=S)Nc1ccc2oc(=O)ccc2c1
    -1	x	3	1	x	x	0
Cc1cc(C)c(-c2cc(C(F)(F)F)no2)c(=O)[nH]1
    4	x	-3	-2	-5	x	-1

Reprinted from the part before: 2 compounds, then new ones.
Below each compound: S100A4 MyoIIA	PglD DTNB	ERp5 inh	DENV2 CPE	C2C12 statin	E-selectin induc	SIRT5 block
CCCCCC(=O)NC(=S)Nc1ccc2oc(=O)ccc2c1
    -1	x	3	1	x	x	0
Cc1cc(C)c(-c2cc(C(F)(F)F)no2)c(=O)[nH]1
    4	x	-3	-2	-5	x	-1
COc1ccccc1CNC(=O)CN1C(=O)NC2(CCC(C)CC2)C1=O (centres undefined)
    -5	1	3	-5	6	0.1	-8
COc1ccc(C#Cc2ccc3c(c2)O[C@@H](CN(C)C(=O)NC2CCCCC2)[C@@H](C)CN([C@@H](C)CO)S3(=O)=O)cc1
    -3	10	2	-17	x	-0.3	-6
CC(C)(C)NC(=O)C(c1ccncc1)N(C(=O)Cn1nnc(-c2ccc(F)cc2)n1)c1ccccc1 (centres undefined)
    11	x	2	-6	-2	x	-5
CN(C)CC(=O)N1[C@H](C#N)[C@H](c2ccc(C#CC3CCCC3)cc2)[C@H]1CO
    -1	1	0	1	5	-0.1	2
O=C1N=C(N2CCOCC2)S/C1=C\c1ccccc1OS(=O)(=O)c1ccccc1
    -3	-2	4	-3	x	x	2
CCN(CC)C(=O)C1=C(C)N(CCCN2CCCC2=O)C(=O)C(CC(=O)NCC2CCCCC2)C1 (centres undefined)
    3	-3	1	74*	-4	-0.2	-9
CN(Cc1cccc(Cl)c1Cl)C(=O)CCNC(=O)c1ccco1
    -2	-1	8	2	7	-3.0	2
CCCc1cc(=O)n2[nH]c(SCc3ccc(Cl)cc3)nc2n1
    -4	2	0	10	4	1.9	1
O=C(NCc1n[nH]c(=S)n1-c1cccc(C(F)(F)F)c1)c1ccc(S(=O)(=O)N2CCCCC2)cc1
    0	-5	4	7	-3	0.2	5
O=C(COC(=O)c1ccc2c(c1)OCCO2)Nc1cccc(S(=O)(=O)N2CCOCC2)c1
    4	x	7	-2	x	6.6	1
CC(Oc1cccc(Cl)c1)c1ccnc2nc(/N=C/N(C)C)nn12 (centres undefined)
    2	2	4	9	-1	x	-1
COc1ccc(S(=O)(=O)N(C)C[C@H]2Oc3c(NS(C)(=O)=O)cccc3C(=O)N([C@H](C)CO)C[C@@H]2C)cc1
    -10	1	8	-17	x	x	3

Entries listed above printed as active in SIRT5 block:
compound	S100A4 MyoIIA	PglD DTNB	ERp5 inh	SIRT5 block
COc1ccccc1-c1ccc2c(c1)O[C@@H](CN(C)Cc1ccc3c(c1)OCO3)[C@H](C)CN([C@@H](C)CO)S2(=O)=O	1	-2	-1	23*
